Source: PubChem BioAssay
M. tuberculosis HTS: M. tuberculosis growth inhibition, HTS (AID 449762) | 330,000 tested, 0.59% active | inhibition, % at 25 µM, or IC50 in µM where a hit was titrated | M. tuberculosis H37Rv growth inhibition, 7H9 media; higher % means a stronger effect; in the data active = a potency from the dose series; inconclusive = inhibition above about 70% without an active follow-up result;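 note: bacterial growth assessed after seven days of incubation; strong numbers were not always called active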
Salmonella PhoP GFP: PhoP regulon inhibitors, Salmonella typhi PhoP promoter GFP reporter, confirmatory (AID 1850). one-dose inhibition, % at 50 µM; IC50 in µM for titrated hits. 310,000 tested, 0.33% active. Salmonella Typhi PhoP-promoter GFP reporter, fluorescence, 4 h; higher % means a stronger effect; in the data active = a potency from the dose series; inconclusive = inhibition mostly from about 25% at the one dose, without a potency; inactive = the rest, 99 in 100 with inhibition below about 19%;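 note: 0% = induced wells with vehicle and 100% = uninduced wells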
H1N1 NS1A inhibition: NS1A inhibition, H1N1 influenza, cell based functional assay (AID 504329); NS1A functional cell-based assay, percent inhibition; higher % means a stronger effect; 340,000 tested, 0.3% active; inhibition, % at 12.5 µM, or IC50 in µM where a hit was titrated; in the data active = a potency from the dose series; inconclusive = inhibition above about 27% without an active follow-up result; note: strong numbers were not always called active
tuberculosis growth: growth inhibition of non-replicating M. tuberculosis (AID 488890); Mycobacterium tuberculosis non-replicating, growth inhibition; higher % means a stronger effect; one-dose inhibition, % at 25 µM; IC50 in µM for titrated hits; 320,000 tested, 0.39% active; in the data active = a potency from the dose series; inconclusive = inhibition mostly from about 82% at the one dose, without a potency; inactive = the rest, 99 in 100 with inhibition below about 76%;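 note: plate controls were DMSO cells for no effect and high antibiotic wells for full effect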
VEEV TC-83 Vero: inhibitors of VEEV TC-83 cytopathic effect, confirmation, Vero cells (AID 588727); Vero cells, VEEV TC-83 cytopathic effect inhibition; higher % means a stronger effect; one-dose inhibition, % at 20 µM; IC50 in µM for titrated hits; 350,000 tested, 0.13% active; in the data active = a potency from the dose series; inconclusive = inhibition mostly from about 14% at the one dose, without a potency; inactive = the rest, 99 in 100 with inhibition below about 12%; note: strong numbers were not always called active
VEEV TC-83 Vero 10K pilot screen: recorded beside VEEV TC-83 Vero, whose call it bears; inhibition, %; measured here: 10K pilot screen inhibition
An asterisk follows results filed as active; i = inactive; ? = inconclusive; · = no result given.

SMILES	M. tuberculosis HTS	Salmonella PhoP GFP	H1N1 NS1A inhibition	tuberculosis growth	VEEV TC-83 Vero	others
COc1ccccc1CNC(=O)C(CC(C)C)NC(=O)C1CCC(C)CC1 (configuration not stated)	·	-6%	-5%	20%	1.7%
O=C(Cn1cnc2ccccc21)Nc1ccc(F)c(F)c1	-3%	19%	-14%	29%	i
O=C(Nc1cccc(C(=O)O)c1)/C(=C\c1ccc(F)cc1)NC(=O)c1ccco1	3%	5%	-9%	-6%	i
O=C(NC1CCCC1)C(c1ccncc1)N(CCCN1CCOCC1)C(=O)c1ccc(-c2ccccc2)[nH]1 (configuration not stated)	4%	3%	5%	19%	0.7%
CCN(CC)C(=O)CSc1nnc(-c2ccco2)o1	-5%	-2%	7%	18%	3.9%
Cc1cc(C(=O)OCC(=O)N2CCC(C)CC2)c2ccccc2n1	5%	·	-3%	68%	i
Cc1cc(NC(=O)c2ccccc2-c2ccccc2C(=O)O)no1	10%	-4%	-1%	?	0.1%
COc1ccc(CNCC(=O)Nc2ccccc2-n2cccc2)cc1	-3%	4%	1%	17%	i
CCOP(=O)(OCC)/C(=N/OC(=O)c1ccc(Cl)cc1Cl)C(N)=O	2%	-3%	9%	1%	2.0%
CCOc1ccc(-c2nc(N)ncc2-c2ccccc2OC)c(O)c1	1%	8%	7%	29%	6.5%
Cc1nc2c(C)[n+](CC(=O)c3ccccc3)ccc2n1C	1%	-5%	·	-7%	1.3%
C(=N\N=C\c1ccccn1)/c1ccccn1	0%	4%	-8%	-12%	0.6%
Cc1ccc(C)c(CSc2nc3[nH]ncc3c(=O)[nH]2)c1	-2%	-4%	-9%	11%	8.3%
Cc1cc(N2CCN(C)CC2)nc2ccc(NC(=S)NC3CC3)cc12	3%	0%	7%	56%	i
COc1cc(CN2CCN(CCCc3ccccc3)CC2CCO)cc(OC)c1 (configuration not stated)	3%	2%	-1%	38%	i
Cc1ccc(S(=O)(=O)/N=C2\C=C(NS(=O)(=O)c3ccccc3)C(=O)c3ccccc32)c(C)c1	·	·	11%	·	0.2%
O=C(NC1CCCCC1NC(=O)c1ccco1)c1ccco1 (configuration not stated)	-7%	-4%	-19%	-11%	0.9%
O=C(N/C(=C\c1ccccc1)C(=O)N1CCOCC1)c1cccc(Br)c1	7%	-6%	-6%	35%	8.0%
COc1ccccc1NC(=O)c1ccc(NC(=O)COC(=O)C2CCCCC2)cc1	1%	-5%	-10%	63%	0.4%	VEEV TC-83 Vero 10K pilot screen=0.8
COc1ccc2nc(NC(=O)CSc3cn[nH]n3)sc2c1	?	4%	-1%	60%	3.1%

Sorted by formula weight (smallest number first): 6 of the compounds above
SMILES	M. tuberculosis HTS	Salmonella PhoP GFP	H1N1 NS1A inhibition	tuberculosis growth	VEEV TC-83 Vero	others
C(=N\N=C\c1ccccn1)/c1ccccn1	0%	4%	-8%	-12%	0.6%
O=C(NC1CCCCC1NC(=O)c1ccco1)c1ccco1 (configuration not stated)	-7%	-4%	-19%	-11%	0.9%
Cc1cc(N2CCN(C)CC2)nc2ccc(NC(=S)NC3CC3)cc12	3%	0%	7%	56%	i
COc1cc(CN2CCN(CCCc3ccccc3)CC2CCO)cc(OC)c1 (configuration not stated)	3%	2%	-1%	38%	i
COc1ccccc1NC(=O)c1ccc(NC(=O)COC(=O)C2CCCCC2)cc1	1%	-5%	-10%	63%	0.4%	VEEV TC-83 Vero 10K pilot screen=0.8
O=C(N/C(=C\c1ccccc1)C(=O)N1CCOCC1)c1cccc(Br)c1	7%	-6%	-6%	35%	8.0%

Next structures follow:
SMILES	M. tuberculosis HTS	Salmonella PhoP GFP	H1N1 NS1A inhibition	tuberculosis growth	VEEV TC-83 Vero	others
Cc1onc(-c2ccccc2)c1C(=O)n1cc(Br)cn1	-8%	8%	11%	-13%	1.0%
CC(C)c1ccc(NC(=O)N(CCc2nc3ccccc3[nH]2)C2CCCC2)cc1	1%	-3%	-2%	32%	4.1%
O=[N+]([O-])c1ccc(Oc2ccc(S(=O)(=O)N3CCOCC3)cn2)cc1	-7%	7%	-8%	-19%	2.3%
N#Cc1ccncc1Sc1ccc(Cl)cc1	8%	-16%	-11%	2%	0.4%
Cc1c(C(=O)N2CCN(S(=O)(=O)c3ccccc3F)CC2)oc2c(Cl)cccc12	36%	·	3%	29%	0.2%
CC(CC(=O)NCCc1ccc(Cl)cc1)S(=O)(=O)c1ccc2c(c1)NC(=O)CO2 (configuration not stated)	8%	1%	-3%	17%	1.8%
COc1cccc(N2CCN(c3ccc4nnc(CCC(=O)Nc5ccc(C)cn5)n4n3)CC2)c1	1%	2%	2%	-4%	9.5%
O=C(C1=C(O)C(=O)N(c2ncccn2)C1c1ccc(Cl)c(Cl)c1)c1ccco1 (configuration not stated)	-4%	5%	4%	-1%	0.0%
CCCn1c2c(c(=N)c3c1CCC3)CCCC2	-6%	-1%	-13%	32%	i
CC12CCC(C(=O)N3CCN(c4ccccc4)CC3)(CC1=O)C2(C)C (configuration not stated)	-3%	-2%	·	-5%	·
Cc1oc2c(CN3CCCC3)c(O)ccc2c(=O)c1-c1ccccc1	0%	8%	-4%	7%	i
CCOC(=O)c1cccc(NC(=O)CCOc2ccccc2)c1	?	4%	-5%	57%	0.4%
COCCCNC(=O)C1CCN(S(=O)(=O)c2ccc3nc4c(c(C(=O)O)c3c2)CCCCC4)CC1	-3%	0%	4%	3%	1.9%
COc1ccccc1NS(=O)(=O)c1c(C)nc2sccn2c1=O	-6%	·	8%	-14%	1.6%
CCOC(=O)c1cnc(C(F)(F)F)nc1Oc1ccccc1	-3%	-4%	-7%	11%	11%
Cc1ccc(CN(C(=O)COc2cccc(C)c2C)C2CCS(=O)(=O)C2)o1 (configuration not stated)	-8%	-11%	-6%	5%	3.0%
COc1ccc2nc3c(C)n(C)ccc-3c2c1	·	·	6%	·	2.6%
Nc1ccccc1N=c1ssnc1Cl	·	·	8%	·	8.4%
CC1Cc2ccccc2N1S(=O)(=O)c1cccc(C(=O)OCC(=O)NC2CCS(=O)(=O)C2)c1 (configuration not stated)	-5%	6%	-7%	-13%	5.1%
c1cnc2c(SCc3ccc(-c4nnco4)cc3)cccc2c1	1%	-4%	-16%	6%	6.3%

Retrieved by structure from above:
SMILES	M. tuberculosis HTS	Salmonella PhoP GFP	H1N1 NS1A inhibition	tuberculosis growth	VEEV TC-83 Vero	others
CCOC(=O)c1cnc(C(F)(F)F)nc1Oc1ccccc1	-3%	-4%	-7%	11%	11%
CCOC(=O)c1cccc(NC(=O)CCOc2ccccc2)c1	?	4%	-5%	57%	0.4%

Continued:
SMILES	M. tuberculosis HTS	Salmonella PhoP GFP	H1N1 NS1A inhibition	tuberculosis growth	VEEV TC-83 Vero	others
CC(C)c1ccc(C(O)c2nc3ccccc3n2C)cc1 (configuration not stated)	-1%	-2%	-7%	54%	i
O=C(Nc1ccccc1)C1CC(=O)N(Cc2ccccc2)C1 (configuration not stated)	-27%	-2%	-4%	-6%	4.4%
CC(=O)OCCCNc1cc(Sc2nc3ccccc3s2)c2nonc2c1[N+](=O)[O-]	?	-6%	8%	·	4.4%
Cn1c(=O)c2c(nc(N3CCCCC3)n2CC(O)COc2ccccc2)n(C)c1=O (configuration not stated)	2%	7%	-8%	0%	5.5%
COc1ccc(/C=C/C(=O)NC(=S)Nc2ccccc2C(=O)NC2CCCCC2)cc1	-13%	0%	2%	22%	0.6%
CCOC(=O)Cc1csc(NC(=O)c2cnc3sc(C)cn3c2=O)n1	11%	6%	1%	2%	4.3%
CCCCn1c(N)c(N(CCC(C)C)C(=O)c2c(C)noc2C)c(=O)[nH]c1=O	0%	-6%	-9%	2%	1.6%
COc1ccc(OC)c(S(=O)(=O)N2CCc3ccccc32)c1	-2%	9%	3%	-5%	i
Cc1ccc(NC(=O)c2ccc(Br)o2)c([N+](=O)[O-])c1	·	·	2%	·	0.5%
N/C(=N\OC(=O)Cc1cccs1)c1ccccc1	8%	6%	-13%	69%	2.5%
CCN(C[C@H]1N[C@@](CC)(C(=O)OC)[C@H]2C(=O)N(Cc3ccccc3)C(=O)[C@@H]12)S(=O)(=O)c1ccc(C(F)(F)F)cc1	-5%	·	5%	16%	3.5%
CO/N=C(/COc1ccc(F)cc1)c1ccc(OC)cc1	2%	4%	27%	-5%	1.1%
N#Cc1ccc(C(=O)OCC(=O)N2CCOCC2)cc1	0%	-23%	3%	-7%	0.3%
CC(=O)OCC1=C(C(=O)O)N2C(=O)C(NC(=O)CCn3nc(C)c(Cl)c3C)C2SC1 (configuration not stated)	2%	6%	2%	11%	0.9%
Cc1cc2cc(C)c(NCCNC(=O)c3ccccc3F)nc2cc1C	17%	-5%	6%	39%	i
COc1ccccc1NC(=O)COc1ccc2ccccc2c1	?	5%	-3%	?	6.5%
Cc1ccc(Cl)cc1N1CCN(C(=O)c2ccc3nc[nH]c3c2)CC1	7%	-2%	1%	5%	7.7%
Cc1nnc(SCc2nnc(-c3cccs3)o2)s1	-1%	6%	1%	72%	0.1%
Cc1cccc(NC(=O)CSc2nnc(-c3cc(C)n(-c4ccccc4)c3C)o2)c1C	0%	6%	20%	21%	2.1%	VEEV TC-83 Vero 10K pilot screen=3.5
N#CCSc1nc(-c2ccccc2)nc2ccc(F)cc12	4%	-4%	3%	-11%	0.2%
CCc1ccc(-c2cc(C(=O)N/N=C/c3c[nH]c4ccccc34)[nH]n2)cc1	?	-13%	6%	12%	12%
N#C/C(=C(/O)CN1CCCC1)c1nc(-c2ccccc2)cs1	-11%	3%	-9%	-3%	0.7%
COC(=O)CNC(=O)c1ccc2c(c1)S(=O)(=O)c1ccccc1C2=O	2%	3%	-19%	6%	3.8%
CCOC(=O)c1c2n(c3ccc(O)cc13)CCC2	2%	-14%	4%	-3%	0.4%
COc1ccc(O)c(/C=N/n2c(-c3ccco3)csc2=Nc2cccnc2)c1	4%	-2%	13%	22%	2.9%
COc1ccc(CCNC(=O)Cc2ccc(NC3=NC4CS(=O)(=O)CC4S3)cc2)c(OC)c1 (configuration not stated)	-8%	-3%	2%	-10%	1.4%
CCC(=O)c1ccc(OCC(=O)NNC(=O)c2cc(C)oc2C)cc1	·	·	6%	·	0.8%
CC(=O)Nc1ccc2c(c1)nc(CCN1CCC(C)CC1)n2C	3%	2%	7%	-17%	i
O=c1[nH]c(=S)n(C2CCCCC2)c(O)c1/C=N/N1CCOCC1	3%	-4%	-3%	35%	i
N#CCc1ccc(NS(=O)(=O)c2ccc(C3CCCCC3)cc2)cc1	-6%	-9%	-6%	18%	i	VEEV TC-83 Vero 10K pilot screen=0.0
CC(C(=O)N1CCc2ccccc21)N1CCN(S(=O)(=O)c2ccc(C(F)(F)F)cc2)CC1 (configuration not stated)	2%	·	-12%	14%	1.4%
NC(=O)C1CC(=O)N(c2ccc(OCc3ccc(Cl)cc3)cc2)C1 (configuration not stated)	12%	-4%	2%	78%	0.9%
CC(C)COc1ccc(C(=O)Nc2ccc([N+](=O)[O-])cc2)cc1	-6%	-1%	13%	0%	i
CC(CCc1ccco1)NC(=O)Nc1cccc(F)c1 (configuration not stated)	2%	-11%	-2%	69%	i
CCN(CC)S(=O)(=O)c1ccc(C(=O)NC(=S)N(CCO)Cc2ccccc2)cc1	-2%	0%	-8%	6%	1.0%
COC(=O)COc1ccc(Cl)cc1C1Nc2ccccc2C(=O)N1c1ccc(OC)cc1 (configuration not stated)	0%	3%	-16%	21%	i
CCCCNc1nc2c(c(=O)n(C)c(=O)n2C)n1CCC	-4%	-7%	8%	·	1.2%
CCc1ccccc1NC(=O)c1ccc(Cn2cc([N+](=O)[O-])cn2)cc1	-6%	-6%	-1%	6%	1.6%
COC(=O)CC1C(=O)NCCN1C(=O)c1ccc2oc(C(C)C)nc2c1 (configuration not stated)	-3%	-6%	-8%	7%	3.2%
O=C(OCc1nnc(-c2cccs2)o1)c1cccnc1Cl	5%	·	0%	46%	2.7%
CC1CCC(NC(=O)Cn2c3c(c(-c4ccccc4Cl)cc2=O)CCC3)CC1 (configuration not stated)	-3%	-4%	-2%	14%	?
CCOC(=O)CC(Nc1nc(N2CCOCC2)nc(N2CCOCC2)n1)c1ccccc1Cl (configuration not stated)	52%	14%	-19%	37%	1.4%
CCOP(=O)(OCC)C(Cc1ccccc1)NC(C)=O (configuration not stated)	2%	-18%	-1%	-1%	0.1%
O=[N+]([O-])c1cccc2c([As](=O)(O)O)cccc12	-4%	-9%	-10%	-9%	i
Fc1ccc(C2=CC(c3ccco3)n3nnnc3N2)cc1 (configuration not stated)	0%	-6%	·	74%	0.9%
